KB-V1 MDR tox – kills drug-selected multidrug resistant KB-V1 cells; KB-V1 MDR cells viability, CellTiter-Glo, 72 h; Potency, µM (series often up to 46.1 µM), without a hit: top-dose activity change, negative = cytotoxicity, actives largely listed as cytotoxic; actives 3.4% (n = 400,000); further: potency means the concentration at half of the fitted maximal effect; on the % scale 0 is the no-effect control and ±100 the full control effect; nearly all actives have a fitted effect of over 60% in size
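Luminescent ATP read-out (CellTiter-Glo, 10 min) measures survival of drug-selected KB-V1 MDR cells after 72 h, 37 degrees C compound exposure. Medium: phenol-red-free DMEM, 10% FBS. Values from fitted concentration-response curves.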
ATXN2 expr inh – reduces ATXN2 reporter expression in HEK-293 cells; HEK-293 ATXN2-luciferase reporter, luminescence, 24 h; Potency, µM (highest dose often 57 µM), for inactives: top-dose activity change, negative = inhibition, hits mostly inhibitors; actives 0.72% (n = 360,000); AID 1745845; further: potency means the concentration at half of the fitted maximal effect; on the % scale 0 is the no-effect control and ±100 the full control effect; nearly all actives have a fitted effect of over 55% in size
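ATXN2-luciferase reporter cells (luciferase flanked by upstream and downstream ATXN2 gene portions) were treated 24 h at 37 °C with compounds at up to 57 uM. SteadyGlo luminescence gave expression; GF-AFC fluorescence gave viability.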
S2 tox – viability counter-screen for ATXN expression inhibitors; S2 cells (HEK-293 line with an ATXN2-luciferase reporter) viability, CellTiter-Fluor protease fluorescence, 24 h; Potency, µM (series often up to 56.7 µM), usual class: cytotoxic; actives 0.49% (n = 400,000); further: potency means the concentration at half of the fitted maximal effect; nearly all actives have a fitted effect of over 40% in size
HT1080-NT tox – kills 2HG-producing HT-1080-NT fibrosarcoma cells; Potency, µM (doses to about 46.1 µM), for inactives: top-dose activity, negative = less viability, usual class: cytotoxic; actives 1.6% (n = 360,000); HT-1080-NT fibrosarcoma viability, CellTiter-Glo ATP luminescence, 48 h;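 further: NT is the 2HG producing partner of a matched IDH1 knockdown line; potency means the concentration at half of the fitted maximal effect; 0% = DMSO-treated cells and -100% = media-only wells without cells; nearly all actives have a fitted effect of over 55% in size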
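Compounds were tested in concentration-response format on HT-1080-NT cells for 48 hours at 37 degrees C. Cell viability came from CellTiter-Glo luminescence; curves were classified by r2, response magnitude and activity.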
MCF10A rereplic – DNA re-replication induction in MCF 10a cells; MCF 10A DNA re-replication, Hoechst nuclear intensity, 48 h; Potency, µM (titrated, usually from 46.1 µM), for the others: at the highest dose activity, positive = re-replication, most hits filed as activators; actives 2.9% (n = 350,000); AID 624296; further: potency means the concentration at half of the fitted maximal effect; % of control where 0% means no effect; nearly all actives have a fitted effect of over 50% in size
IL-1B inflam inh – inhibitors of inflammasome signaling (IL-1 beta secretion); THP-1 LPS/ATP IL-1B secretion, AlphaLISA, 16 h; hits give low values; activity change, % at 57.5 µM; actives 4.7% (n = 360,000); in the data active means activity change below about -50%; inconclusive means mostly about -30% to -49%; further: on the % scale 0 is the no-effect control and ±100 the full control effect
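Secreted IL-1B measured by AlphaLISA bead assay after 16 h compound exposure of THP-1 cells; compounds (final up to 57.5 uM) added 1 h before LPS (250 ng/mL) and ATP (1.25 mM) stimulation; lower signal means less secretion.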
KB-3-1 tox – kills parental KB-3-1 adenocarcinoma cells | KB-3-1 viability, CellTiter-Glo ATP luminescence, 72 h | Potency, µM (top dose mostly 46.1 µM), inactives show at the top dose activity change, negative = cytotoxic, hits mostly cytotoxic | actives 1.4% (n = 400,000); further: potency means the concentration at half of the fitted maximal effect; on the % scale 0 is the no-effect control and ±100 the full control effect; nearly all actives have a fitted effect of over 60% in size
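Viability of parental KB-3-1 cells, measured by CellTiter-Glo luminescence, followed a 72 h incubation at 37 °C with pinned compounds in phenol-red-free DMEM containing 10% FBS.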
HT1080 IDH1KD tx – HT-1080 IDH1 knockdown cell toxicity (counter line); Potency, µM (titrated, usually from 46.1 µM), inactives show top-dose activity, negative = toxicity, most hits filed as cytotoxic; actives 2% (n = 360,000); HT-1080 IDH1 knockdown viability, ATP luminescence, 48 h;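 further: potency means the concentration at half of the fitted maximal effect; 0% = DMSO wells and -100% = cell-free medium wells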
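Using the IDH1-knockdown HT-1080 line run in the same batch and compound series as the NT line, viability after 48 h at 37 °C was determined by CellTiter-Glo luminescence and expressed as % activity.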
SW480 rerep – induces DNA re-replication in SW480 colon adenocarcinoma cells; SW480 DNA re-replication, Hoechst DNA content imaging, 48 h; Potency, µM (titrated, usually from 46.1 µM), for inactives: at the highest dose re-replication activation, usual class: activators; actives 1.8% (n = 340,000); further: potency means the concentration at half of the fitted maximal effect; % of control where 0% means no effect; nearly all actives have a fitted effect of over 55% in size
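SW480 cells exposed to compounds for 48 hr at 37 C, 5% CO2, then Hoechst-stained 40 min. Nuclear DNA content imaged by fluorescence scanning (405 nm excitation, 500-530 nm emission); re-replication scored as increased high-intensity nuclei.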
Active calls of the source: *; i = inactive; ? = inconclusive; . = no result given; [ ] = remark or other dose. Unless noted, the call rests on the fitted dose curve; in most records, active means well fitted curve in the direction sought with a large enough effect; inconclusive means small, poorly fitted or top-dose-only effect, or another doubt; inactive means no such curve, though single readings can be large; an effect the other way counts as inactive or inconclusive. Compounds were not picked by outcome (roughly 11% active in at least one column).

SMILES	KB-V1 MDR tox	ATXN2 expr inh	S2 tox	HT1080-NT tox	MCF10A rereplic	IL-1B inflam inh	KB-3-1 tox	HT1080 IDH1KD tx	SW480 rerep
Cc1ccc(CNC(=O)CCc2nnc3ccc(NCCCN4CCCC4=O)nn23)cc1	0%	.	i	8%	0%	-1	3%	9%	-4%
COc1ccc(N2CCN(C(=O)c3oc4ccccc4c3NC(=O)Cc3ccc(OC)c(OC)c3)CC2)cc1	?	-43%	i	-1%	5%	-27	?	-3%	-5%
O=C(Nn1c(-c2ccc(Br)cc2)nc2ccccc2c1=O)c1ccncc1	17%	-23%	i	16%	-5%	32	-3%	14%	-2%
CCOc1ccc(NC(=O)CN(C)C(=O)CCCOc2ccc(Cl)c(C)c2)cc1OCC	?	9%	i	-4%	?	-16	-17%	-4%	-1%
Cc1ccc(C(=O)N2N=C(c3ccccc3)CC2(O)C(F)(F)F)o1 (centres undefined)	-16%	-5%	i	-20%	5%	-5	5%	-5%	0%
COc1cccc(C(=O)NC2=NC(c3ccc(N(C)C)cc3)CC(=O)N2)c1 (centres undefined)	15%	7%	i	.	.	.	-3%	.	.
Cc1ccc(Cn2c(O)c(N=NC(=S)Nc3ccccc3F)c3ccccc32)cc1	?	.	i	-4%	-10%	-6	-24%	-8%	-170%[inhibitor]
Cc1cc(C)c(S(=O)(=O)N2CCCC2CNC(=O)c2ccc3c(c2)OCO3)c(C)c1 (centres undefined)	?	-15%	i	-1%	-1%	-9	2%	12%	8%
C=CCOc1ccc(C(c2c(C(=O)O)[nH]c3ccccc23)c2c(C(=O)O)[nH]c3ccccc23)cc1	22%	-5%	i	-6%	?	39	4%	0%	-3%
CCOC(=O)c1sc(NC(C)=O)nc1-c1ccccc1	3%	5%	i	-6%	-3%	?	-5%	7%[9.24 µM]	-1%
Cc1ccc(S(=O)(=O)N2c3cc(C)ccc3OCC2C(C)(C)C)cc1 (centres undefined)	?	35%	i	?	16µM*	6	?	?	?
O=C(COc1ccccc1)NCC(c1ccco1)N1CCCCC1 (centres undefined)	4%	-9%	i	1%	5%	-4	-14%	8%	16%
CCc1ccc[n+](-c2[nH]c(=O)sc2/C=N/N=C(\[O-])c2cccnc2)c1	10%	1%	i	12%	-1%	0	-15%	0%	2%
O=C(Nc1cccnc1)c1ccc(F)c(S(=O)(=O)N2CCOCC2)c1	-3%	0%	i	11%	0%	44	19%	1%	0%
O=C(O)c1ccc(SCc2ccccc2)nc1	9%	24%	i	-10%	-1%	-8	13%	-10%	-2%
CCc1nc2c(OCC=C(C)C)cccn2c1N(C)C(=O)c1ccccc1F	?	-28%	?	?	.	-69*	-16%	?	.
CCN(CC(=O)Nc1c(F)cccc1F)C(=O)CCSc1ccc(C)cc1	-17%	-3%	i	-2%	2%	-13	-5%	-1%	-3%
CS(=O)(=O)Nc1cccc(C2=NN(C(=O)CCCC(=O)O)C(c3cccs3)C2)c1 (centres undefined)	0%	-20%	i	9%	0%	22	7%	29%	-3%
CC(C)C[C@@H]1NC(=O)N(CCN2CCOCC2)C1=O	13%	0%	i	13%	2%	6	9%	9%	2%
C(#Cc1ccccc1)CN1CCOCC1	3%	-10%	i	6%	-4%	25	4%	0%	1%
O=C(Nc1ccccc1C(F)(F)F)C(O)(c1ccccc1)C1CCCCC1 (centres undefined)	?	-6%	i	-7%	0%	13	0%	-2%	-97%[inhibitor]
C/C(=N\OC(=O)c1cccc(Cl)c1)c1sc(C)nc1C	-6%	12%	i	5%	-10%	19	-1%	-2%	0%
Cc1cc(C)c2c(=O)cc(CSc3n[nH]c(C)n3)[nH]c2c1	?	12%	i	.	.	.	8%	.	.
COc1ccc(Cl)cc1NC(=O)CCS(=O)(=O)c1cc2c(cc1C)NC(=O)CO2	-1%	15%	i	9%	11%	-20	5%	4%	-3%
CCOC(=O)c1nnc(-c2ccc(C)cc2)nc1Oc1ccc(Cl)cc1Cl	0%	-9%	i	-28%	?	-28	-18%	-18%	-7%
COc1ccc(C(=O)Nc2ccccc2C(=O)NC(Cc2ccc(O)cc2)C(=O)NNC(=O)c2ccncc2)cc1 (centres undefined)	8%	-4%	i	7%	0%	-28	-1%	19%	4%
COC(=O)CC(NC(=O)Nc1ccccc1F)c1ccc2c(c1)OCO2 (centres undefined)	14%	.	i	5%	-5%	-3	6%	14%	-3%
Cc1ccc(Cn2ccc(-c3cnc(-c4ccccc4)s3)n2)cc1	-1%	10%	i	-14%	2%	?	-16%	-4%	-3%
CC1CCN(CC(O)COCCC23CC4CC(CC(C4)C2)C3)CC1 (centres undefined)	?	?	?	?	3%	?	2%	?	-2%
Cn1ccsc1=NC(=O)c1ccc(=O)[nH]c1	11%	22%	i	3%	-33%	6	0%	2%	1%

Just IL-1B inflam inh and S2 tox (2 entries from above):
| Compound | IL-1B inflam inh | S2 tox |
| --- | --- | --- |
| C/C(=N\OC(=O)c1cccc(Cl)c1)c1sc(C)nc1C | 19 | i |
| Cc1cc(C)c2c(=O)cc(CSc3n[nH]c(C)n3)[nH]c2c1 | . | i |

New compounds follow:
SMILES	KB-V1 MDR tox	ATXN2 expr inh	S2 tox	HT1080-NT tox	MCF10A rereplic	IL-1B inflam inh	KB-3-1 tox	HT1080 IDH1KD tx	SW480 rerep
Cc1cc(NS(=O)(=O)c2ccc(NC(=O)COc3ccc(Cl)cc3)cc2)nc(C)n1	16%	3%	i	.	.	.	-1%	.	.
COc1cccc(CNC(=O)c2c(C)nn(-c3ccccc3)c2C)c1	-20%	2%	i	1%	-1%	-1	0%	11%	-10%
CCOc1ccc2nc(N(CCN(CC)CC)C(=O)/C=C/c3cccs3)sc2c1	4%	-2%	i	-28%	?	-97*	-1%	-20%	29µM*
O=C(O)C1C2C=CC(CC2)C1C(=O)O (centres undefined)	-5%	2%	i	3%	1%	6	0%	-2%	9%
COc1ccc(N2C(=O)CC(N(Cc3ccc(S(N)(=O)=O)cc3)C(C)=O)C2=O)cc1 (centres undefined)	-7%	-20%	i	0%	-2%	40	8%	10%	-2%
O=C(CNC(=O)c1ccc(Cl)cc1Cl)OCCOc1ccccc1	2%	10%	i	4%	1%	-9	-4%	6%	-3%
Cc1ccc2c(Cl)c(C(=O)Nc3cccnc3)sc2c1	22%	82%[activator]	?	-15%	?	0	2%	-30%	?
Cc1ccccc1OCc1nnc(SCC(=O)Nc2ccc3c(c2)OCO3)n1C	-3%	1%	i	?	?	0	7%	7%	-10%
O=C(O)CNc1nc(NCc2ccc(Cl)cc2)ccc1[N+](=O)[O-]	27%	.	?	3%	.	-13	2%	4%	.
COc1ccc(N2CCN(S(=O)(=O)c3ccc4oc(=O)c5ncn(C)c5c4c3)CC2)cc1	?	-7%	i	.	.	.	-3%	.	.
CCCCCCSc1ccc([C@@H]2[C@@H]3C(=O)N(C)C(=O)[C@@H]3[C@]3(C(=O)OC)CCCCN23)cc1OC	?	0%	?	29µM*	9%	0	-11%	?	15%
O=C(NCCN1CCCC1)C1(S(=O)(=O)c2ccc(Cl)cc2)CC1	-1%	-8%	i	12%	-2%	6	-2%	13%	0%
O=c1c2ccccc2nc(-c2ccco2)n1/N=C/c1ccco1	-10%	18%	i	0%	10%	-1	15%	-8%	0%
c1ccc(Cc2nn3c(COc4ccccc4)nnc3s2)cc1	-21%	32%	i	-17%	-4%	-6	3%	-17%	-7%
O=C1CCCC(O)=C1N=Nc1ccc2ncsc2c1	-2%	12%	i	9%	6%	15	11%	15%	5%
CCc1nc(SCC(=O)NNC(=O)c2ccc(OC)cc2)c2ccccc2n1	2%	-10%[11.3 µM]	i	0%	12%	-29	7%	9%	-22%
Cc1cnc(C(=O)OCC(=O)Nc2ccc(Cl)cc2Cl)cn1	0%	-5%	i	-4%	-6%	-10	0%	1%	-6%
CCOC(=O)c1ccc(NC(=O)CN2C(=O)CN(C(C)=O)C2=S)cc1	10%	.	i	-1%	-6%	7	9%	-2%	0%
COc1ccc(OC)c(NC(=O)CSc2nc3nc(C)cc(C)n3n2)c1	-19%	-11%	i	18%	-1%	-11	6%	5%	1%
CCOC(=O)c1cc(NC(=O)c2c(C)noc2C)cc(C(=O)OCC)c1	-2%	0%	i	10%	-16%	31	5%	0%	2%
Clc1ccc(-n2cccc2CN2CCc3c([nH]c4ccccc34)C2c2ccccn2)nc1 (centres undefined)	-15%	-3%	i	-30%	?	7	?	-8%	?
CCOc1ccccc1C(=O)Oc1c(S(=O)(=O)c2ccc(C)cc2)c(C)nn1-c1ccccc1	22%	?	?	.	.	.	11%	.	.
O=c1[nH]c(NNC(=S)NC2CCCCC2)nc2c1C1(CCCC1)Cc1ccccc1-2	-2%	-22%	i	29%	9%	21	0%	-3%	?
CC1CCN(CCCNC(=O)c2cn(C)c3ccc(S(=O)(=O)N(C)C4CCCCC4)cc3c2=O)CC1	10%	-7%	i	.	.	.	-17%	.	.
CCCc1c(-c2cccc(Cl)c2)ncn1CCc1ccccc1OC	15µM*	?	22µM*	?	.	-21	?	?	.
O=c1cc(N2CCOCC2)[nH]c(=O)n1C1CCCCC1	-5%	0%	i	-7%	2%	7	-3%	0%	18%
Cc1nc(-c2ccc(S(=O)(=O)N3CCN(C(c4ccccc4)c4ccccc4)CC3)s2)cs1	-6%	-19%	i	-3%	-3%	-4	-3%	0%	-1%
CC(C)c1ccc(CNc2nc(-c3ccco3)nn2S(=O)(=O)c2ccccc2)cc1	0%	8%	i	.	.	.	-3%	.	.
CCOC(=O)C1(CCOc2ccccc2)CCN(CC(O)CO)CC1 (centres undefined)	-6%	-33%	i	4%	?	25	2%	0%	-10%
COc1ccc(C(=O)NC2(C(F)(F)F)C(=O)NC(C)=C2C#N)cc1 (centres undefined)	-4%	13%	i	.	.	.	5%	.	.

Bioassay records (PubChem)
